RXFP1 antag = RXFP1 (human) relaxin receptor antagonism. HEK293-RXFP1, relaxin-stimulated cAMP HTRF, 30 min; active compounds read low. activity change, negative = inhibition, % at 57.5 µM. 0.59% of 350,000 active;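 active = activity change of -60% or lower, but not beyond a set lower limit; inconclusive = change between -60% and -40%, or beyond the set limit; inactive = change above -40%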; note: % is set by controls: 0 for no effect and ±100 for the full control effect
TRHR PAM = allosterically enhances the human TRH receptor | TRHR cells, fluo-8 calcium fluorescence, EC20 TRH enhancement | AID 493056 | P34981 | enhancement, % at 2 µM | 0.66% of 360,000 active; in the data active = enhancement above about 30%; note: 0% is about no effect
Target sequence (P34981 whole entry, looked up): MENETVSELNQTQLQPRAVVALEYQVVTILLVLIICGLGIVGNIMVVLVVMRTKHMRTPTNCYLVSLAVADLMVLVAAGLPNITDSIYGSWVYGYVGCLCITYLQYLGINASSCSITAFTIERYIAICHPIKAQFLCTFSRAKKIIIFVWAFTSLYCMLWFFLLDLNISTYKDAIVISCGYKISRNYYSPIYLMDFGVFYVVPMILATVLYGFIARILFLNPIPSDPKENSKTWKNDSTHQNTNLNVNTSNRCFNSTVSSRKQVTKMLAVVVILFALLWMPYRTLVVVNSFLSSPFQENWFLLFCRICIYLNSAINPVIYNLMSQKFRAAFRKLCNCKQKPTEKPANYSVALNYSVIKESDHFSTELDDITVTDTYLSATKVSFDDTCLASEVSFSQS
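Enhancer read-out: after compound pinning and an initial kinetic agonist-mode read, an EC20 of TRH (10 nM final) was injected and fluo-8 calcium signal (Ex 480/Em 530) followed at 1 s/cycle for 100 cycles in TRHR-expressing cells.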
D1 PAM = enhances dopamine response at the human D1 receptor; 0.036% of 360,000 active; potentiation, % at 10 µM; HEK293 TREx D1 cells, calcium flux, dopamine EC20 potentiation; P21728; AID 504651; in the data active = potentiation above about 30%; note: 0% is about no effect
Target sequence (P21728 whole entry, looked up): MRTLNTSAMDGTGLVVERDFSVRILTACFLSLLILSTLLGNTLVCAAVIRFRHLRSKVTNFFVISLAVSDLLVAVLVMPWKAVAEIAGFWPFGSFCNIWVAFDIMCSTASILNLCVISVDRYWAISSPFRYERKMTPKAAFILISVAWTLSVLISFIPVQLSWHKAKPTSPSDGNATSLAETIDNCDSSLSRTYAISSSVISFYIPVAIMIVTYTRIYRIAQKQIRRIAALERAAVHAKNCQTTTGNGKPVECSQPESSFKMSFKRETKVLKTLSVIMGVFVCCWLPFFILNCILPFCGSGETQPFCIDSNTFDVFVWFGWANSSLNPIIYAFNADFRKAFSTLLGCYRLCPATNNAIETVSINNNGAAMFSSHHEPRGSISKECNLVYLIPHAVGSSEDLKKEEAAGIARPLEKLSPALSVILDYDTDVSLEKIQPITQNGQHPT
D2 PAM = D2 dopamine receptor (human) potentiation | HEK293 T-REx D2, calcium flux, EC20 dopamine potentiation | potentiation, % at 10 µM | AID 485347 | P14416 | 0.34% of 340,000 active;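 active = potentiation over 3 SD above the plate norm, cut at about 30% in these data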; note: 0% is about no effect
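Cells plated with tetracycline inducer and held overnight at 30 C; calcium dye loaded 30–90 min at room temperature; baseline taken, compound added and read 180 s; EC20 dopamine then added and read 180 s.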
RXFP1 agonist = RXFP1 (human) receptor agonism; AID 2676; HEK293T-RXFP1 cAMP TR-FRET, 30 min; response scale: percent of porcine relaxin response, buffer zero; Potency, µM (series often up to 57.5 µM), for inactives: at the top dose activation, actives largely listed as activators; 0.3% of 370,000 active; active = well fitted activation curve with a large enough effect; inconclusive = small, poorly fitted or top-dose-only effect; note: potency is the fitted concentration of half-maximal effect; % is set by controls: 0 for no effect and ±100 for the full control effect; nearly all actives have a fitted effect of over 60% in size; many of its hits are not listed in these tables
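HEK293 cells stably expressing RXFP1, treated 30 min at 37C with compounds plus PDE4 inhibitor Ro 20174; cAMP measured by HTRF TR-FRET. Normalized to buffer and 29 nM porcine relaxin; EC50 by Hill fit.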
D2 antagonist = D2 dopamine receptor (human) antagonism; P14416; HEK293 TREx D2 cells, calcium flux, dopamine EC80; inhibition, % at 10 µM; 2% of 340,000 active; AID 485344; in the data active = inhibition above about 30%; note: 0% is about no effect
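Measurement of antagonist activity uses fluorescent calcium dye in inducible HEK293 T-REx D2 cells: 10 s baseline, compound addition with 180 s read, EC80 dopamine addition with a further 180 s read.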
D1 ag = agonists of human D1 dopamine receptor. HEK293 T-REx D1 cells, calcium flux, agonist mode. activation, % at 2 µM. 1% of 360,000 active. AID 504660; in the data active = activation above about 30%; note: 0% is about no effect
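Inducible HEK293 T-REx D1 cells, force-coupled to calcium signalling, were plated at 4000 cells/well with tetracycline and held overnight at 30 C. After no-wash calcium dye loading, compound-evoked calcium rise over 180 s flagged agonists.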
D2 agonist = activates the human D2 dopamine receptor; P14416; HEK293 T-REx D2 cells, calcium flux agonist mode; activation, % at 2 µM; 0.53% of 340,000 active; AID 485358;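 active = activation over 3 SD above normal in the single-dose calcium agonist read, cut at about 30% in these data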; note: 0% is about no effect
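HEK293 Trex D2 cells, tetracycline-induced, o/n 30 C 5% CO2; no-wash Ca dye, RT 30–90 min; 10-cycle baseline, 23 nl cpd added, kinetic Ca read 180 s; agonist hits = positive Ca response.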
D1 antag = antagonists of human D1 dopamine receptor; P21728; HEK293 TREx D1 cells, calcium flux, dopamine EC80; active compounds read low; activity change, negative = inhibition, % at 10 µM; 3.2% of 360,000 active; AID 504652; in the data active = activity change below about -30%; note: % is set by controls: 0 for no effect and ±100 for the full control effect
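HEK293 T-REx cells expressing inducible, force-coupled D1 receptor; no-wash Ca dye, 30–90 min RT. Cmpd → 180 s read at 1 Hz → EC80 DA → 180 s read.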
* marks the source's active call; other numbers are inactive results; ? = inconclusive; . = no result given. This is a subset, so the mix of outcomes need not match the whole.

SMILES	RXFP1 antag	TRHR PAM	D1 PAM	D2 PAM	RXFP1 agonist	D2 antagonist	D1 ag	D2 agonist	D1 antag
CC1CCCN(S(=O)(=O)c2ccc(C(=O)Nc3nnc(-c4ccco4)o3)cc2)C1 (stereo not given)	-18	5	0	0	-4.0%	-6	2	-0.3	8
CNC(=O)C1CC(=O)N(Cc2ccccc2)C(=Nc2ccc(OC)cc2)S1 (stereo not given)	4	-1	-4	-1	-0.4%	19	2	-0.5	-18
CCN(CC)CCn1c(C)nc2ccccc21	-1	-2	-5	-20	-1.8%	-9	5	6.4	-10
N#Cc1c(-c2ccccc2)cc(-c2ccccc2)nc1SCC(=O)NCC(=O)O	3	-2	-4	8	2.6%	9	-1	6.8	11
Cc1c(CC(=O)O)c(=O)oc2cc(OCc3ccc(F)cc3Cl)ccc12	1	6	-5	-4	-0.2%	12	4	-1.4	-3
CC(=O)N(Cc1cccnc1)Cc1cc2ccccc2[nH]c1=O	-11	-4	6	-8	-1.8%	-9	3	-0.4	-5
c1cnc(NCCNc2ncccn2)nc1	-16	-1	2	0	-0.1%	-11	1	0.2	0
COc1ccc(CNCc2ccc(C(F)(F)F)cc2)cc1OC	6	2	0	-6	1.3%	-20	2	0.6	6
Cc1cnc(NC(=O)CSc2nnc(COc3ccccc3)o2)s1	-26	-2	1	0	7.7%	-11	1	0.7	4
Cc1ccc(-n2ccc(=O)c(C(=O)Nc3ccc(S(=O)(=O)Nc4onc(C)c4C)cc3)n2)cc1	0	3	-3	5	23%	-20	1	0.3	12
CC(C(=O)Nc1ccccc1)c1ccc(-c2ccccc2)c(F)c1 (stereo not given)	?	1	-4	-6	-1.5%	-5	21	1.6	-22
O=C(NC1CCCCCC1)c1cc(S(=O)(=O)N2CCCCC2)ccc1N1CCOCC1	-3	-9	0	-9	-0.4%	-15	1	2.3	5
Cc1sc(NC(=S)NC(=O)c2ccco2)c(C#N)c1C	-22	16	-1	13	-0.3%	-26	1	0.2	-2
Cc1ccc(CN(Cc2cccn2-c2nnc(N3CCCC3=O)s2)C(=O)Nc2ccc(F)cc2)cc1	-15	10	-5	3	1.7%	.	5	0.3	-23
Cc1ccc(O)c(NC(=O)c2cc(-c3ccccc3)on2)c1	-18	11	8	3	-3.1%	6	3	0.0	-4
NC(=O)c1nsc(C(=O)N(c2ccccc2)C(C(=O)NCC2CCCO2)c2ccc(F)cc2)c1N (stereo not given)	?	0	-9	.	2.9%	-1	1	1.1	-16
Cc1ccc(C(=O)Cn2c(NCCO)nc3ccccc32)cc1	2	1	0	-15	0.5%	.	1	.	-4
Cn1c(N)c(-c2ccccc2)c2ccc([N+](=O)[O-])cc2c1=O	-26	2	1	-2	2.2%	.	242*	.	-17
O=C(COc1ncnc2scc(-c3ccccc3)c12)NCCN1C(=O)CSC1=O	.	1	-4	-10	11µM*	-4	2	0.0	15
Cc1ccnn1-c1ccc(C(=O)N2CCCN(S(=O)(=O)c3ccc(F)cc3)CC2)cc1	10	6	-6	-7	-0.8%	-8	5	0.1	-18
COC(=O)c1ccccc1NC(=O)Nc1cccc(C)n1	-5	-8	8	0	-2.8%	-12	1	-0.7	12
O=C(CSc1nnnn1-c1ccc2c(c1)OCCO2)Nc1nc2c(s1)CCCC2	-15	4	-6	-16	0.0%	-21	3	-0.1	-24
COc1ccc(-c2noc(C3CCCN(C(=O)c4ccc(C)cc4)C3)n2)cc1 (stereo not given)	-8	5	5	12	0.6%	-4	2	-2.5	-12
c1cnc2c(c1)ncc1cscc12	12	-3	-1	1	5.4%	-4	15	1.6	-6
CCOC(=O)c1ccc(NC(=O)NC2CC3CCC(C2)N3C(=S)NC)cc1 (stereo not given)	-19	0	-8	-13	-0.5%	6	2	0.4	3
Carrying on:
SMILES	RXFP1 antag	TRHR PAM	D1 PAM	D2 PAM	RXFP1 agonist	D2 antagonist	D1 ag	D2 agonist	D1 antag
O=C(Nc1cccnc1Cl)c1ccc2c(Cl)c3c(nc2c1)CCC3	?	0	-1	0	3.0%	8	1	.	9
Cc1ccc(Cl)cc1NC(=O)C1CCN(S(=O)(=O)c2cccc3nonc23)CC1	.	-2	1	12	-2.0%	.	-1	0.0	2
Cc1cc(NC(=O)c2cc(-c3cccnc3)nc3c(C)c(C)ccc23)no1	-3	-4	-7	6	0.4%	-13	0	-2.1	-6
CCOc1ccc2[nH]cc(-c3csc(N)n3)c2c1	-2	-9	-5	5	0.0%	3	3	0.0	-11
CCOc1ccc(C2C(C#N)=C(N)Oc3cc(C)[nH]c(=O)c32)cc1OC (stereo not given)	-2	5	0	-13	0.8%	16	0	0.8	9
CCOc1ccccc1C(=O)NCC(=O)NCc1ccc(S(=O)(=O)N2CCOCC2)cc1	-12	-2	-3	-4	2.1%	-23	5	0.4	2
CC(=O)Nc1ccc(NC(=O)c2ncoc2-c2ccco2)cc1	.	-1	0	-4	-0.6%	.	-1	1.6	9
CCCCOC(=O)Nc1ccc2c(C)cc(=O)oc2c1	-3	40*	10	-11	1.4%	4	-1	-0.5	-6
O=C(O)c1cccc(-c2ccc3c(c2)OCO3)c1	-8	-2	-3	.	1.0%	.	2	.	-10
O=C(CC(c1ccccc1)c1cc(Br)ccc1O)NCCN1CCOCC1 (stereo not given)	-1	2	14	8	-0.3%	77*	5	-2.6	7
O=C(NCc1ccc(Cl)cc1)C(=O)NCC1OCCN1S(=O)(=O)c1cc(F)ccc1F (stereo not given)	1	5	-8	0	0.3%	0	-1	1.0	9
CCN(CC)C(=O)Cn1cc(C(=O)C(=O)NCc2ccccn2)c2ccccc21	24	-1	2	14	0.4%	-5	2	0.1	2
COc1cc(CN2CCN(Cc3ccc(C(F)(F)F)cc3)CC2)cc(OC)c1OC	-2	-6	2	12	-2.9%	-10	6	-0.1	-21
O=C(Nc1c(F)cc(F)cc1Br)c1cccnc1	1	8	-3	1	-0.5%	-6	-1	-2.6	-8
CS(=O)(=O)NCCOc1ccc(S(=O)(=O)NCCOc2ccccc2)cc1	2	-4	-3	4	4.8%	0	4	-3.3	-16
CC1N(C)c2cc(NC(=O)c3ccco3)ccc2C1(C)C (stereo not given)	17	-12	-8	1	1.4%	-7	1	-0.1	-3
Cc1ccc(-c2nc(C)c(CCNC(=O)C(=O)Nc3ccc4c(c3)OCO4)s2)cc1	.	0	-4	-5	7.5%	.	1	0.0	-5
Cc1nc2sc(C(c3ccccc3)N3CCC(O)CC3)c(O)n2n1 (stereo not given)	1	-5	-3	0	0.1%	-7	2	0.1	-9
COc1ccc(N2CCN(S(=O)(=O)c3ccc(-c4cc(C)no4)s3)CC2)cc1	-10	-4	-3	2	-0.4%	.	6	.	-2
Cc1ccc(C(=O)CSC2=C(C#N)C(c3ccco3)CC(=O)N2)c(C)c1 (stereo not given)	-18	-1	-6	1	1.8%	11	63*	8.9	-58*
CCN1C(=O)[C@@H]2[C@@H](c3ccc(-c4cccc(Cl)c4)cc3)N3CCC[C@@]3(C(=O)OC)[C@@H]2C1=O	.	-1	-2	12	-0.2%	7	5	-0.2	-21
CN(C(=O)CSc1nc2ccc(NC(=O)c3ccco3)cc2s1)c1ccccc1	.	0	-2	1	3.0%	.	0	-0.2	-1
COc1ccc(C2C3=C(Nc4ncnn42)c2ccccc2CC3)cc1OC (stereo not given)	.	-7	-4	-9	1.4%	5	1	-0.5	10
CC1CC(C)CN(C(=O)CCNC(=O)Cn2ccc3ccccc3c2=O)C1 (stereo not given)	-2	-4	2	-12	-0.4%	24	0	-0.6	3
CCOC(=O)C1CCN(S(=O)(=O)c2cc3c4c(c2)CC(=O)N4CCC3)CC1	-35	15	1	7	0.7%	.	-1	1.0	.

Of the compounds above, these have an aryl methoxy group.
SMILES	RXFP1 antag	TRHR PAM	D1 PAM	D2 PAM	RXFP1 agonist	D2 antagonist	D1 ag	D2 agonist	D1 antag
CNC(=O)C1CC(=O)N(Cc2ccccc2)C(=Nc2ccc(OC)cc2)S1 (stereo not given)	4	-1	-4	-1	-0.4%	19	2	-0.5	-18
COc1ccc(CNCc2ccc(C(F)(F)F)cc2)cc1OC	6	2	0	-6	1.3%	-20	2	0.6	6
COc1ccc(-c2noc(C3CCCN(C(=O)c4ccc(C)cc4)C3)n2)cc1 (stereo not given)	-8	5	5	12	0.6%	-4	2	-2.5	-12
CCOc1ccc(C2C(C#N)=C(N)Oc3cc(C)[nH]c(=O)c32)cc1OC (stereo not given)	-2	5	0	-13	0.8%	16	0	0.8	9
COc1cc(CN2CCN(Cc3ccc(C(F)(F)F)cc3)CC2)cc(OC)c1OC	-2	-6	2	12	-2.9%	-10	6	-0.1	-21
COc1ccc(N2CCN(S(=O)(=O)c3ccc(-c4cc(C)no4)s3)CC2)cc1	-10	-4	-3	2	-0.4%	.	6	.	-2
COc1ccc(C2C3=C(Nc4ncnn42)c2ccccc2CC3)cc1OC (stereo not given)	.	-7	-4	-9	1.4%	5	1	-0.5	10

Compound activity (PubChem)
